# Screens from PubChem.
# CHT allo act: allosteric activators of human choline transporter CHT; Q9GZV3; CHT-expressing cells, membrane potential dye, choline EC20; stronger effect = higher value; LV-AA mutant CHT in HEK293 cells; B-score at 10 µM; 310,000 compounds, 0.49% hits;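 active = initial fluorescence not abnormally high and integrated response B-score, plate-corrected, over 3 SD above library mean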
# Target sequence (Q9GZV3 whole entry, looked up): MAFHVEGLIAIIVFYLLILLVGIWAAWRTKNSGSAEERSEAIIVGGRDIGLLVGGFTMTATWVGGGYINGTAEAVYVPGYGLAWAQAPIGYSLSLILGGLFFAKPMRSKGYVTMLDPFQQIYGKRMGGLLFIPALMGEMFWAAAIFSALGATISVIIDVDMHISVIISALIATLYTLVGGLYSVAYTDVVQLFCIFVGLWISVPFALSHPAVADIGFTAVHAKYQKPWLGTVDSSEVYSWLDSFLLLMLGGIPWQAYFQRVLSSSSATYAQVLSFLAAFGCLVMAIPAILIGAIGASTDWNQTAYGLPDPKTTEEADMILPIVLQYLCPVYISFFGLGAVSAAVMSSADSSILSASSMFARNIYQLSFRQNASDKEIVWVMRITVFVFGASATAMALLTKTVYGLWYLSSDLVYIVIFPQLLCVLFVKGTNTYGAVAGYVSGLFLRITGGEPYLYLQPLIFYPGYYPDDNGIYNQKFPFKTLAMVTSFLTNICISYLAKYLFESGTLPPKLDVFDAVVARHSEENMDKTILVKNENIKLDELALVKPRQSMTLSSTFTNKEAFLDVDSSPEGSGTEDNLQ
# CHT block: inhibitors of human choline transporter CHT; 310,000 compounds, 0.86% hits; Q9GZV3; AID 488975; CHT-expressing cells, membrane potential dye, choline response; stronger effect = lower value; B-score at 10 µM;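 active = B-score over 3 SD under the library average, and starting fluorescence ratio not unusually high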;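 note: choline stimulus applied at its EC90 after an EC20 pre-addition; B-score computed on integrated fluorescence ratio after choline addition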
# The depositor's hits bear a star; i = inactive.
No.	Structure	CHT allo act	CHT block
1	CCc1nnc(NC(=O)c2ccc(Br)o2)s1	i	i
2	CCOC(=O)c1c(S(=O)(=O)Nc2ccccc2OCC)c(C)n(C)c1C	i	i
3	CCOC(=O)N1CCN(C(=S)NC(=O)c2cncc(Br)c2)CC1	i	i
4	COc1ccc(-n2cc(CNCc3cnc4ccccn34)c(-c3cccc(F)c3)n2)cc1	i	i
5	COC(=O)C[n+]1cccc2ccccc21	i	i
6	CC(CC1CC(C)(C)OC1=O)C(=O)Nc1nncs1 (configuration not stated)	i	i
7	O=C(c1ccc(Br)o1)N1CCN(c2ccc3nnc(-c4ccc(F)cc4)n3n2)CC1	i	i
8	O=C(COC(=O)/C=C/c1ccccc1)Nc1cc(C(F)(F)F)ccc1N1CCOCC1	i	i
9	CCn1c(SCC(=O)N2CCCCCC2)nc2c([nH]c3ccccc32)c1=O	i	i
10	Cc1ccccc1NCC(=O)N/N=C/C(Br)=C/c1ccccc1	i	i
11	CN1CCN(C(CNS(=O)(=O)c2ccc([N+](=O)[O-])cc2)c2ccc(F)cc2)CC1 (configuration not stated)	i	i
12	CCOCCCNC(=O)c1cn(C)c(=O)c2cc(OC)c(OC)cc12	i	i
13	COc1ccc(CNC(=O)CCS(=O)(=O)c2ccc(Br)cc2)cc1	i	i
14	CN(CC(=O)NCCc1ccc(F)cc1)Cc1ccccc1	i	i
15	COCC(C)NC(=O)c1cc2cc(OC)ccc2[nH]1 (configuration not stated)	i	i
16	Cc1ccc(C(=O)c2sc3nc4c(cc3c2N)CCC4)cc1	i	i
17	C=CCN1C(=O)c2ccc(C(=O)N3CCN(S(=O)(=O)c4cccc(Cl)c4)CC3)cc2C1=O	i	i
18	O=C(CSc1nnc(SCc2cccc3ccccc23)s1)N=Nc1c(O)[nH]c2ccccc12	i	i
19	CNC(=S)N(Cc1ccc(OC)cc1)C1CC(=O)N(c2ccc(Cl)cc2)C1=O (configuration not stated)	i	i
20	CC1(C)CC(NC(=O)CC2CCCCC2)CC(C)(C)N1	i	i
21	O=C(O)CCCC[C@@H]1SC[C@@H]2NC(=O)N[C@@H]21	i	i
22	CN(C(=O)COc1ccccc1C(=O)NCCOc1ccccc1)c1ccccc1	i	i
23	CN(C)c1cccc2c1c(NC(=O)Nc1ccc(Cl)cc1Cl)nn2C	i	i
24	COc1cc(CCC(=O)Nc2cccc(S(=O)(=O)N(C)C)c2)cc(OC)c1OC	i	i
25	CCCSc1ccc([C@@H]2[C@H]3C(=O)N(CC)C(=O)[C@H]3[C@]3(C(=O)OC)CCCN23)cc1OC	i	i
26	O=C(NC(=S)Nc1cc(C(F)(F)F)ccc1N1CCOCC1)c1ccco1	i	i
27	CSCCC(CO)NC(=O)OCc1ccccc1 (configuration not stated)	i	i
28	COc1ccccc1NC(=O)C1(c2ccccc2)CCCC1	i	i
29	CCS(=O)(=O)N1CCC(C(=O)NCc2cccc(OC)c2)CC1	i	i
30	CCOCCCNC(=O)C1CCC(=O)N1CCc1ccccc1 (configuration not stated)	i	i
31	N#Cc1cc([N+](=O)[O-])ccc1NC(=O)COC(=O)C1CC2CCCC(C1)C2=O (configuration not stated)	i	i
32	CC(C)Oc1cccc(C(=O)C2CCCN(C(=O)c3ccoc3)C2)c1 (configuration not stated)	i	i
33	CCOCCCNC(=O)c1c[nH]c2ccc(S(=O)(=O)Nc3cccc(OC)c3)cc2c1=O	i	i
34	CCOC(=O)c1c(C)[nH]c(C(=O)COC(=O)c2ccccc2NC(=O)c2ccco2)c1C	i	i
35	Cc1ccc(OC(C)C(=O)N(C)Cc2ccccc2)c([N+](=O)[O-])n1 (configuration not stated)	i	i
36	Cc1ccc(-n2c(SCC(=O)NCCC3=CCCCC3)nc3n[nH]c(C)c3c2=N)cc1Cl	i	i
37	O=C(CCNC(=O)N1CC(=O)Nc2ccccc21)Nc1ccc(Cl)cc1	i	i
38	COc1ccc(C2C(C(=O)N3CC(C)CC(C)C3)c3ccccc3C(=O)N2C)cc1 (configuration not stated)	i	i
39	Cc1ccccc1C1NC(=S)NC2=C1C(=O)CC(C)(C)C2 (configuration not stated)	i	i
40	CCOC(=O)c1cnc(-c2ccccc2)nc1Oc1ccc(Cl)c(Cl)c1	i	i
41	CN1C(C)(C)c2ccccc2OS1(=O)=O	i	i
42	COc1ccc(NS(=O)(=O)c2ccc(OCC(=O)N3CCCC3)cc2)cc1	i	i
43	O=C(N/N=C/c1cccc(C(F)(F)F)c1)c1cc2c(s1)-c1ccccc1CC2	i	i
44	O=C(COC(=O)/C=C/c1ccccc1F)Nc1nnc(-c2ccccc2)o1	i	i
45	OCCCCNCc1ccc(OCc2ccccc2Cl)cc1	i	i

# Record cards (already shown). Values in the order: CHT allo act | CHT block
# `Cc1ccc(OC(C)C(=O)N(C)Cc2ccccc2)c([N+](=O)[O-])n1` (configuration not stated) in the list: i | i
# `COCC(C)NC(=O)c1cc2cc(OC)ccc2[nH]1` (configuration not stated) in the list: i | i
# `CCOCCCNC(=O)c1c[nH]c2ccc(S(=O)(=O)Nc3cccc(OC)c3)cc2c1=O` in the list: i | i
# `Cc1ccccc1NCC(=O)N/N=C/C(Br)=C/c1ccccc1` in the list: i | i

# (next part)
No.	Structure	CHT allo act	CHT block
46	CCCC1CCC(C(=O)n2nc(N)c3cc4ccc(OC)cc4nc32)CC1 (configuration not stated)	i	i
47	CCOc1ccc(S(=O)(=O)N(C)CC(=O)NCc2ccc3c(c2)OCO3)cc1	i	i
48	C1CNC(C23CC4CC(CC(C4)C2)C3)=N1	i	i
49	COc1cccc(CNC(=O)COc2cc3c(c4oc(=O)cc(C)c24)CCC(C)(C)O3)c1	i	i
50	CC(C)(C)c1ccc(S(=O)(=O)NCc2ccc(C(=O)NCC3CCCO3)cc2)cc1 (configuration not stated)	i	i
51	COc1ccc(NC(=O)/C=C/c2ccc(F)cc2)cn1	i	i
52	Cc1cc(NC(=O)C2CC(=O)N(c3ccccc3Cl)C2)no1 (configuration not stated)	i	i
53	CC(=O)NC1CC2CCCC(C1)N2CC(=O)N1CCCc2ccccc21 (configuration not stated)	i	i
54	CCn1cc(C(=O)OCC(=O)NCc2ccccc2Cl)c(=O)c2ccc(C)nc21	i	i
55	Fc1ccc(SCCc2ccccn2)cc1	i	i
56	Nn1c(C2CCCCC2)nc2ccccc2c1=O	i	i
57	CCCn1nc(NS(C)(=O)=O)c2cc3cccc(C)c3nc21	i	i
58	O=C(O)CCC1OC(=O)C(O)=C1c1ccccc1 (configuration not stated)	i	i
59	COc1ccc(CCNC(=O)CCC2COc3ccccc3O2)cc1OC (configuration not stated)	i	i
60	CCc1ccc(C(=O)N/N=C/c2cccc3ccccc23)nc1	i	i
61	CCCCC(CC)CNC(=O)CCCCn1c(=O)[nH]c2ccsc2c1=O (configuration not stated)	i	i
62	CCc1noc(C)c1C(=O)Nc1ccc(C(F)(F)F)cc1	i	i
63	CCN(CC)C(=O)c1cc2c(=O)c3cc(Cl)ccc3oc2nc1C	i	i
64	O=[N+]([O-])c1ccc(Cc2nnc(-c3ccc(F)cc3)o2)cc1	i	i
65	O=C(Oc1ccc(/C=N/O)cc1)c1ccccc1	i	i
66	CC(=O)Nc1sc(-c2ccccc2)nc1-c1ccccc1	i	i
67	CCN(CC)c1ccc(C(=O)OCc2cc(=O)oc3cc(O)ccc23)cc1	i	i
68	N#C/C(=C\c1cccc(O)c1)C(=O)N1CCCCC1	i	i
69	O=C(O)C1CSC2(c3ccc4c(c3)OCCO4)CCC(=O)N12 (configuration not stated)	i	i
70	COc1ccc(/C=C/C(=O)N2CCN(c3ccccn3)CC2)cc1	i	i
71	O=C(NNc1nc(-c2ccccc2)c2cc(Br)ccc2n1)c1ccc(S(=O)(=O)N2CCOCC2)cc1	i	i
72	CCCN(CC(=O)Nc1ccccc1C)C(=O)C1CC(=O)N(Cc2ccccc2)C1 (configuration not stated)	i	i
73	O=C(c1ccc(Cl)cc1)N(Cc1ccco1)C1CCS(=O)(=O)C1 (configuration not stated)	i	i
74	Cc1ccc(C2OCC3(CO2)COC(c2ccc(C)cc2)OC3)cc1 (configuration not stated)	i	i
75	NS(=O)(=O)c1ccc(NC(=O)Cc2cccs2)cc1	i	i
76	COc1ccc(-n2c(Cc3cccn3C)nnc2SCC(=O)Nc2ccccc2)cc1	i	i
77	COCCn1nnnc1C(c1cccs1)N1CCCC(C)C1 (configuration not stated)	i	i
78	O=C1Nc2ccccc2C1C(C[N+](=O)[O-])c1ccccc1 (configuration not stated)	i	i
79	Cc1cc(C(=O)N/N=C/c2cccnc2)c(C)o1	i	i
80	O=C(Oc1ccc(C(=S)N2CCC(O)CC2)cc1)c1ccc(Cl)cc1	i	i
81	Cc1cccc(NC(=S)Nc2ccc(N3CCOCC3)cc2)c1C	i	i
82	Cc1cc(OCc2cc(C(=O)N(Cc3nccn3C)C(C)C)no2)cc(C)c1Cl	i	i
83	Cc1ccc(C(=O)N/N=C\C2CC=CCC2)cc1[N+](=O)[O-] (configuration not stated)	i	i
84	c1cn(CCCNc2ncnc3sc4c(c23)CCC4)cn1	i	i
85	CCc1nnc(NC(=O)Nc2ccccc2OC)s1	i	i
86	COC(=O)c1ccc(Cn2nc(C)c([N+](=O)[O-])c2C)o1	i	i
87	CC(=O)N1c2ccc(S(=O)(=O)NCCC(=O)NCc3ccc(Cl)cc3)cc2CC1C (configuration not stated)	i	i
88	Cc1ccc(S(=O)(=O)N2CCCC(C(=O)O)C2)s1 (configuration not stated)	i	i
89	Cn1cnnc1SCC(=O)Nc1ccc(OCc2ccccc2)cc1	i	i
90	COc1ccc2nc(N)sc2c1	i	i
91	CSc1ccc(/C=C/C(=O)c2ccc(O)cc2)cc1	i	i
92	CCc1ccccc1OCC(=O)Nc1nc(-c2cccnc2)cs1	i	i
93	Cc1ccc(S(=O)(=O)N2CCOCC2)cc1C(=O)OCc1nnc(-c2ccccc2)o1	i	i
94	COc1ccc(NS(=O)(=O)c2cc3c4c(c2)CCN4C(=O)CC3)cc1OC	i	i
95	C=CCn1c(COc2ccc(F)cc2)nnc1SCC(=O)NC1CCCC1	i	i
96	CNC(=O)N1c2ccccc2CCc2ccccc21	i	i
97	O=C(c1ccc2c(c1)OCO2)N1CCN(c2ccc(F)cc2)CC1	i	i
98	CCn1nc(C(=O)OCC(=O)Nc2ncc(Cl)c(C)c2Cl)c2ccccc2c1=O	i	i
99	Cc1cccc(C)c1NC(=O)CN1C(=O)CCSc2ccc(S(=O)(=O)N3CCCC3)cc21	i	i
100	CCCCOc1ccc(-c2nnc(-c3ccco3)o2)cc1	i	i
101	Cc1cccc(N2CCN(c3cccc(C)c3)C2c2cccnc2)c1	i	i
102	Cc1nn(Cc2cccc(C(=O)NC34CC5CC(CC(C5)C3)C4)c2)c(C)c1Br	i	i
103	O=C1N=C2SCCN2/C1=C\c1c(Cl)cccc1Cl	i	i
104	CCn1c(SCc2ccc(OC)cc2)nnc1-c1ccncc1	i	i
105	Cc1nc2c(-c3ccccc3)c(C)nn2c(SCC(N)=O)c1Cc1ccccc1	i	i

# 7 entries from above, arranged by molecular weight, ascending:
No.	Structure	CHT allo act	CHT block
96	CNC(=O)N1c2ccccc2CCc2ccccc21	i	i
62	CCc1noc(C)c1C(=O)Nc1ccc(C(F)(F)F)cc1	i	i
60	CCc1ccc(C(=O)N/N=C/c2cccc3ccccc23)nc1	i	i
74	Cc1ccc(C2OCC3(CO2)COC(c2ccc(C)cc2)OC3)cc1 (configuration not stated)	i	i
73	O=C(c1ccc(Cl)cc1)N(Cc1ccco1)C1CCS(=O)(=O)C1 (configuration not stated)	i	i
80	O=C(Oc1ccc(C(=S)N2CCC(O)CC2)cc1)c1ccc(Cl)cc1	i	i
99	Cc1cccc(C)c1NC(=O)CN1C(=O)CCSc2ccc(S(=O)(=O)N3CCCC3)cc21	i	i

# Other records follow:
No.	Structure	CHT allo act	CHT block
106	CC1CCc2nc3ccc(S(=O)(=O)N4CCC(C(=O)N5CCCCC5)CC4)cc3c(C(=O)O)c2C1 (configuration not stated)	i	i
107	CC(C)=CCN1CCN(Cc2cccn2-c2nccs2)CC1CCO (configuration not stated)	i	i
108	O=C(N/N=C/c1cccnc1)C1CC1(c1ccccc1)c1ccccc1 (configuration not stated)	i	i
109	C=CCNC(=S)Nc1ccc2nc(C)c(C)nc2c1	i	i
110	Cc1ccc(C)n1-c1ccc(C(=O)NCc2cccnc2)cc1	i	i
111	COc1ccc(N2CCN(S(=O)(=O)c3cc(C)ccc3OC)CC2)cc1	i	i
112	CC(C)(C)c1ccc(C(=O)NCCCn2ccnc2)cc1	i	i
113	CCN1CCN(C(=O)C23CCC(C)(C(=O)C2Br)C3(C)C)CC1 (configuration not stated)	i	i
114	Cc1cc(C)cc(NC(=O)Cn2nnc(C(=O)NCc3ccco3)c2N)c1	i	i
115	COCc1nc2oc3ccc(C)cc3c(=O)c2cc1C(=O)OC	i	i
116	O=C(O)C1C2CCC(O2)C1C(=O)Nc1ccc(F)cc1 (configuration not stated)	i	i
117	Cc1conc1NC(c1cccs1)c1ccc2cccnc2c1O (configuration not stated)	i	i
118	CN(CCOc1ccc(Cl)cc1)C(=O)c1cc(-c2ccco2)nc2ccccc12	i	i
119	Cc1sc(NC(=O)CN2CCOCC2)c(C(=O)c2ccccc2)c1C	i	i
120	Cc1[nH]n2c(=O)c3c(nc2c1-c1ccccc1)CCC3	i	i
121	Cc1sc2ncnc(NCc3ccco3)c2c1C	i	-5.4*
122	S=C(NCCc1ccccc1)NCC1CCCO1 (configuration not stated)	i	i
123	c1cncc(-c2noc(-c3cccc4ccccc34)n2)c1	i	i
124	C=CCNC(=O)C(=O)NCC(c1ccc2c(c1)OCO2)N1CCOCC1 (configuration not stated)	i	i
125	COc1ccc(CCN=C(N)NS(=O)(=O)c2ccccc2)cc1	i	i
126	CC(=O)c1ccc(Sc2ccccc2N)c([N+](=O)[O-])c1	i	i
127	Nc1ccccc1-c1nnc(-c2ccc(-c3ccccc3)cc2)o1	i	i
128	C[C@H](CCC(=O)O)[C@H]1CC[C@H]2[C@@H]3CC[C@@H]4C[C@H](O)CC[C@]4(C)[C@H]3CC[C@]12C	i	i
